mABHD4 FP = inhibitors of mouse ABHD4 | Q8VD66 | purified mABHD4, FP-Rh probe fluorescence polarization | inhibition, % at 8.92 µM | 0.54% of 370,000 active | AID 720543;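 active means inhibition exceeding the mean over every tested compound plus 3 SD, cut at about 30% in these data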;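 further: 0% = plate median of compound wells and 100% = S159A mutant with DMSO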
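Assay system: wild-type mouse ABHD4 protein; compound: single nominal dose of 8.92 µM, 0.89% DMSO final; schedule: 45 min + 60 min at 25 °C; measured by: FP readout, ex 525 nm / em 598 nm; evaluation: % inhibition of FP-Rh probe binding versus controls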
SMARCA2 activ = activators of SMARCA2 function; MG213 cells, MMTV-luciferase reporter, dexamethasone, overnight; activation, % at 9.1 µM; 1% of 370,000 active; in the data active means activation above about 7.8%;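 further: 0% = vehicle wells and 100% = reference activator wells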
NR1D1 modulator = modulators of human Rev-erb alpha DNA binding; AID 1259318; P20393; 0.79% of 370,000 active; Rev-erbα–FITC-DNA binding, fluorescence polarization, 90 min; activity, % at 10 µM;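 active means activity above about 14%, limit read from the data; passing the limit was not always enough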;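 further: 0% = DMSO wells with 35 nM protein and 100% = DMSO wells with 750 nM protein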
GC-B act = GC-B (human) receptor activation; P20594; HEK293-GC-B cells, CNP EC30, cGMP TR-FRET; 0% at EC30 CNP, 100% saturating CNP; activation, % at 10 µM; 0.11% of 370,000 active; AID 1920062;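 active means activation at 10 µM reaching about 35% in either raw or pattern-adjusted values, limit read from the data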
PG9 binder = PG9 antibody binding by small molecule. TR-FRET gp120-PG9 antibody binding. inhibition, % at 6.7 µM. 0.43% of 360,000 active. AID 624416; in the data active means inhibition above about 8.5%
ARFGAP1 inh = rat ARFGAP1 inhibition; Q62848; Arfgap1-stimulated ARF1 GTP hydrolysis, GDP FP detection; inhibition, % at 16.5 µM; 0.26% of 360,000 active; AID 651572;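 active means inhibition above a per-plate limit, mean inhibition of low control wells plus 3 SD, cut at about 25% in these data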;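 further: 0% = DMSO wells with enzyme and 100% = wells lacking Arfgap1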
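Assay system: purified rat His6-Arfgap1 residues 1-136 (GAP domain); Reagent: human Δ17 ARF1 bound to GTP; Dosing: 16.5 µM single point, 1.26% DMSO; Times: GTP hydrolysis reaction 2 h at 25 °C; Signal: FP, GDP Alexa 633 tracer displaced from anti-GDP antibody, 620/688 nm; Measure: % inhibition from polarization.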
HTRA1 inhibitor = HTRA1 (human) protease inhibition | Q92743 | recombinant HTRA1, FP-rhodamine activity-based probe, fluorescence polarization | inhibition, % at 5.96 µM | 0.5% of 340,000 active | AID 504803; in the data active means inhibition above about 36%;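 further: 0% = enzyme with DMSO and 100% = wells lacking enzyme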
NPR1 activator = GC-A (human) enzyme activation. P16066. HEK293 GC-A cells, cGMP TR-FRET, EC30 ANP; 0% at EC30 ANP, 100% saturating ANP. activation, % at 10 µM. 0.14% of 370,000 active; in the data active means activation above about 40%
Target sequence (P16066 whole entry, looked up): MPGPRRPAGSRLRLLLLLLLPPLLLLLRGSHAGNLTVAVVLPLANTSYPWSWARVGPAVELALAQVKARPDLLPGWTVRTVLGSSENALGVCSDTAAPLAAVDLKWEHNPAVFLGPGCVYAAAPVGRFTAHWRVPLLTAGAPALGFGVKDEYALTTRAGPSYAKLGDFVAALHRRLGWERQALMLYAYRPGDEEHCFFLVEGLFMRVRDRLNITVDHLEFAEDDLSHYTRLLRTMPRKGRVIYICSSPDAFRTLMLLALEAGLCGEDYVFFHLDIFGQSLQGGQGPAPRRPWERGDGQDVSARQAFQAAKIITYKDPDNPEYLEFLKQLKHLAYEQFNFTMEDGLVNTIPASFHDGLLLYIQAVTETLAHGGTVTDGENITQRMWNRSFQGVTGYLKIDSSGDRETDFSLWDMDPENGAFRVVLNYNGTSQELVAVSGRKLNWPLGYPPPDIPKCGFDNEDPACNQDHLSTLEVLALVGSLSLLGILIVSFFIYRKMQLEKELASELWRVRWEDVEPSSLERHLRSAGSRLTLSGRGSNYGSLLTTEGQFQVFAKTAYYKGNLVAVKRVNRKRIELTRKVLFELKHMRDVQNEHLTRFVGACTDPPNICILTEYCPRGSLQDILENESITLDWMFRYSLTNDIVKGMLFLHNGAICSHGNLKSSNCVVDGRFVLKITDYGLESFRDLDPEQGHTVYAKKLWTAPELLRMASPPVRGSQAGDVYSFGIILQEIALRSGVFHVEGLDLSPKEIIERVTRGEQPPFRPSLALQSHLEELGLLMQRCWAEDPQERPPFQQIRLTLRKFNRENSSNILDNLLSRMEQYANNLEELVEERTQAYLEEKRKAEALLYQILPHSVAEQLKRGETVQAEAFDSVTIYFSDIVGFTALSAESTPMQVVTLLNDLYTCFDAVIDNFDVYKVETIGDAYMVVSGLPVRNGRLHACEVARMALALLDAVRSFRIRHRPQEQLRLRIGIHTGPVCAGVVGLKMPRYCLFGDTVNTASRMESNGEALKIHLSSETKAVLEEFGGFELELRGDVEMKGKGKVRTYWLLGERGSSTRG
rCAG RNA binder = r(CAG) repeat RNA binding; 1.3% of 370,000 active; AID 651821; TO-PRO-1 dye displacement fluorescence; inhibition, % at 3 µM;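 active means inhibition above the plate cutoff, the mean of all test compounds on that plate plus 3 SD, cut at about 35% in these data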;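 further: 0% = DMSO alone and 100% = 100 µM mitoxantrone as full dye displacement; higher means more dye released from RNA so lower well fluorescence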
ASAP1 inh = inhibitors of human ASAP1 ArfGAP activity | ASAP1-stimulated ARF1 GTP hydrolysis, GDP FP detection | Q9ULH1 | 0.19% of 360,000 active | inhibition, % at 16.5 µM | AID 624377; in the data active means inhibition above about 25%;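 further: 0% = vehicle with enzyme and substrate and 100% = no enzyme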
Active calls of the source: *; . = not tested or not shown; & = joins results of further samples.

cpd	canonical_smiles	mABHD4 FP	SMARCA2 activ	NR1D1 modulator	GC-B act	PG9 binder
1	O=S(=O)(c1ccc2nc(-c3ccco3)c(-c3ccco3)nc2c1)N1CCOCC1	56*	0	-7	8	-1.3
2	O=C(NCCN1CCOCC1)/C(=C/c1ccccc1)NC(=O)c1ccccc1	-2	0	1	1	-0.5
3	CC1CN(Cc2nc3c(c(=O)n(C)c(=O)n3C)n2Cc2cccc(Cl)c2)CC(C)O1 (configuration not stated)	4	1	4	-2	-1.3
4	CCCCCCn1c(=O)n2n(c1=O)[C@@H]1CN(S(=O)(=O)c3ccc(C)cc3)C[C@]1(O)[C@@H](OC(=O)NC1CCCC1)C2	-18	-2	-3	-6	-2.1
5	CCC(=O)Nc1ccc(NC(=O)c2ccc3ccccc3c2)cc1	-5	-3	-4	-2	0.8
6	NC(Cc1ccc(F)cc1)c1csc(Nc2cc(NCc3ccco3)ncn2)n1 (configuration not stated)	7	-8	-3	-12	-1.2
7	Cc1cc(SCC(=O)NC(=O)NCc2ccco2)nc2ccccc12	-12	0	-3	-2	-0.6
8	CC(CCc1ccccc1)NC(=O)CCNC(=O)c1ccccc1Cl (configuration not stated)	0	-5	6	2	-0.3

cpd	ARFGAP1 inh	HTRA1 inhibitor	NPR1 activator	rCAG RNA binder	ASAP1 inh
1	-4	41*	-3	69*	9
2	3	4	0	-1	4
3	9	-5	-4	-1	13
4	3	-24	3	4	-2
5	1	5	0	0	1
6	-2	.	-19	14	6
7	-6	-29	0	-2	-1
8	-12	13	2	0	7

Next records
cpd	canonical_smiles	mABHD4 FP	SMARCA2 activ	NR1D1 modulator	GC-B act	PG9 binder
9	CC(C)C1C(C#N)=C(N)SC(N)=C1C#N	1	2	-3	-1	4.3
10	O=C(NCCS(=O)c1ccc(Cl)cc1)c1cccc(Cl)c1 (configuration not stated)	0	-2	-8	-3	2.0
11	O=C(Cn1nnc(-c2cccs2)n1)NCCc1ccccc1	-6	4	-2	1	-5.4
12	Cc1cc(-c2nc3ncccc3o2)ccc1NC(=O)c1ccc([N+](=O)[O-])o1	6	-1	-4	4	0.8
13	Nc1nc2c3ccccc3nc(C3CC3)n2n1	-7	0	0	16	-0.8
14	Cc1cc2cc(CNC(=S)Nc3ccc(OC(F)(F)F)cc3)ccc2n1C	15	-3	-11	-3	0.8
15	CCCC#Cc1cnc2c(c1)C(=O)N([C@H](C)CO)C[C@H](C)[C@@H](CN(C)C(=O)CCN1CCCCC1)O2	2	3	1	9	2.7
16	CN(Cc1ccccc1)C(=O)c1nc2ccccn2c1CN1CCc2sccc2C1	5	-4	3	-2	-1.3

cpd	ARFGAP1 inh	HTRA1 inhibitor	NPR1 activator	rCAG RNA binder	ASAP1 inh
9	-14	-8	-1	4	-10
10	4	.	-7	-3	-8
11	1	-2	2	1	7
12	-5	-12	3	23	-1
13	-3	0	6	-3	-5
14	7	41*	4	24	-1
15	-6	-5	2	5	4
16	1	-5	-8	-8	-3

The listing continues.
cpd	canonical_smiles	mABHD4 FP	SMARCA2 activ	NR1D1 modulator	GC-B act	PG9 binder
17	CCn1nc(CC(=O)O)c2ccccc2c1=O	-2	-2	-2	-2	-1.7
18	CC(C)CNC(=O)OCc1cn(Cc2c(F)cccc2F)nn1	0	-2	7	-1	.
19	NC(=O)/C(=C/c1cccnc1)NC(=O)c1ccccc1	4	-5	-2	-2	-0.6
20	COc1cc2[nH]cc(C(=O)NCc3cccs3)c(=O)c2cc1OC	-5	1	0	-2	-0.6
21	O=C(CSc1ccc(F)cc1)NCC1(N2CCOCC2)CCCCC1	6	0	-1	3	-2.7
22	COc1ccc(NC(=O)CCCNS(=O)(=O)c2ccc3[nH]c(=O)oc3c2)cc1OC	4	-2	-8	-3	.
23	CC1CCCCN1C(=O)Cn1c(=O)oc2cc(S(=O)(=O)N3CCCCC3)ccc21 (configuration not stated)	8	2	-5	0	-3.0
24	CCCCOc1ccc(C(=O)Nc2ccc(N3CCN(C(=O)C(C)C)CC3)cc2)cc1	-7	-5	-2	5	-2.8

cpd	ARFGAP1 inh	HTRA1 inhibitor	NPR1 activator	rCAG RNA binder	ASAP1 inh
17	2	0	-3	3	3
18	.	.	-3	-1	.
19	-3	2	2	-2	8
20	-3	-6	7	8	12
21	-2	0	1	-4	7
22	.	.	5	3	.
23	6	-5	1	0	-7
24	-7	-1	1	0	-16

Going on with the list.
cpd	canonical_smiles	mABHD4 FP	SMARCA2 activ	NR1D1 modulator	GC-B act	PG9 binder
25	CCc1ccc(NC(=O)Cn2ccn(-c3cccc(Cl)c3)c(=O)c2=O)cc1	-14	1	-4	0	-0.8
26	CC(=O)Nc1ccc(NC(=O)CSc2ncc(C(=O)Nc3ccccc3)c(=O)n2C)cc1	-7	1	-7	4	-0.6
27	CC1(C)CC2CC(C)(CN2C(=O)COC(=O)c2cncc(Br)c2)C1 (configuration not stated)	-5	-2	0	-4	-1.1
28	Cc1cc(C(F)(F)F)n2ncc(-c3ccc(F)cc3)c2n1	2	-2	-2	-3	1.8
29	COCC(=O)N1CCCN(c2nc3c(C)cccc3cc2C#N)CC1	3	-1	2	-9	1.4
30	COC(=O)c1cccc(S(=O)(=O)N2CCOCC2)c1	1	-4	-6	-2	-0.8
31	[N-]=[N+]=NC(c1ccccc1)c1nc2ccccc2[nH]c1=O (configuration not stated)	0	-2	-3	0	-1.8
32	CC(C)CC(=O)Nc1ncnc2c1C(=O)CC(C)(C)C2	3	-2	-6	7	-1.2

cpd	ARFGAP1 inh	HTRA1 inhibitor	NPR1 activator	rCAG RNA binder	ASAP1 inh
25	7	-7	3	2	3
26	-4	5	15	2	-17
27	-11	9	-6	-3	-2
28	0	2	2	-1	4
29	7	1	-8	14	1
30	10	-8	4	3	-3
31	8	-1	0	44*	-1
32	7	8	4	-3	3

(listing goes on)
cpd	canonical_smiles	mABHD4 FP	SMARCA2 activ	NR1D1 modulator	GC-B act	PG9 binder
33	COc1ccc(NC(=O)C2CC3C=CC2C3)c([N+](=O)[O-])c1 (configuration not stated)	-2	-8	9	-6	-0.2
34	COc1ccc(NC(=S)NCc2cccs2)cc1	-1	2	5	6	-0.7
35	CC(C)(C)CC(C)(C)NC(=S)Nc1ccc2nc(-c3ccccn3)c(-c3ccccn3)nc2c1	-9	-3	-1	-1	2.9
36	CC(C)(C)[C@@H]1COC(=O)[C@H](Cc2ccc(F)cc2)C/C=C\C[C@H](CC(=O)N(CCO)Cc2ccccc2)C(=O)N1	5	0	1	5	-1.7
37	Cc1ccc(C(=O)NCC(=O)NNC(=O)CN(C)S(=O)(=O)c2ccc(Cl)cc2)s1	4	-2	3	4	-1.5
38	O=C(Nc1ccccc1)c1ccccc1O	-2	8	0&-8	8	-0.8
39	CC(=O)Nc1ccc(C2CC(c3ccc(Cl)cc3)=NN2c2ccccc2)cc1 (configuration not stated)	-12	0	0	-3	3.7
40	COc1ccc2nc(NC(=O)c3cc(S(=O)(=O)N4CCOCC4)ccc3C)sc2c1	-6	1	-7	1	0.6

cpd	ARFGAP1 inh	HTRA1 inhibitor	NPR1 activator	rCAG RNA binder	ASAP1 inh
33	-5	0	-2	-1	-4
34	-4	5	5	2	-1
35	-2	-28	12	-18	-6
36	-10	-13	4	-8	2
37	0	5	5	2	0
38	6	-7	0	1	-3
39	12	1	18	12	22
40	5	-16	3	7	11

The list continues:
cpd	canonical_smiles	mABHD4 FP	SMARCA2 activ	NR1D1 modulator	GC-B act	PG9 binder
41	C[C@@H](NC(=O)[C@@H]1CCCN1C(=O)[C@@H]1CCCN1C(=O)c1cccc2ccccc12)c1ccccc1	-12	-3	1	-4	1.1
42	CC(C)CNS(=O)(=O)c1ccc(OCC(=O)NCc2ccco2)cc1	6	2	4	-2	-0.8
43	O=C(CSc1nnc(NC(=O)c2ccco2)s1)Nc1cccc(F)c1	-7	3	1	2	0.2
44	CN1C(=O)C[C@@](C#N)(C(=O)N2CCOCC2)[C@H]1c1ccccc1	2	-1	0	7	.
45	O=C(/C=C/Nc1ccccc1)c1cnc(-c2ccccc2)s1	-5	0	4	-6	-0.7
46	CC(C)(C)c1ccc(C(O)c2ncc(-c3cccc(F)c3)[nH]2)cc1 (configuration not stated)	-5	-7	4	1	0.6
47	Cn1c(N)c(C(=O)COC(=O)c2ccc3c(c2)C(=O)N(c2ccc(Cl)cc2)C3=O)c(=O)n(C)c1=O	1	2	-4	0	-0.2
48	CCOC(=O)c1cc(CC)sc1NC(=O)CN1CCN(C(=O)c2ccco2)CC1	-4	1	0	-8	3.1

cpd	ARFGAP1 inh	HTRA1 inhibitor	NPR1 activator	rCAG RNA binder	ASAP1 inh
41	17	.	0	-1	-1
42	6	1	-6	-4	-8
43	10	0	1	3	-10
44	.	.	3	1	.
45	-6	-7	-2	5	-5
46	-6	.	3	1	13
47	-1	-1	6	2	0
48	-6	-8	-4	0	4

Other entries.
cpd	canonical_smiles	mABHD4 FP	SMARCA2 activ	NR1D1 modulator	GC-B act	PG9 binder
49	CCOC(=O)c1c(C)[nH]c(C(=O)COC(=O)c2ccncc2)c1C	-3	2	2	-1	-1.6
50	Cc1cccc(NC(=O)NC2CCCc3ccccc32)c1 (configuration not stated)	-10	-1	4	-4	-1.6
51	Cc1oc(-c2ccccc2F)nc1CN1CCC(C(=O)NC2CC2)CC1	-9	1	-2	0	1.2
52	COc1cc2c(cc1CNC[C@H]1O[C@@H](n3cnc(C(N)=O)n3)[C@H](O)[C@@H]1O)OCO2	-2	-7	-5	1	-1.6
53	COC(=O)[C@H](CC(C)C)NC(=O)CCc1nnc(COc2ccccc2)o1	6	0	-3	0	1.6
54	COc1ccc(N2N=NN(C(C)C)C2=C(Cl)c2nnnn2-c2ccc(OC)cc2)cc1	10	2	2	4	-0.7

cpd	ARFGAP1 inh	HTRA1 inhibitor	NPR1 activator	rCAG RNA binder	ASAP1 inh
49	3	-5	-1	5	15
50	5	-19	-3	-1	-1
51	-11	4	4	2	-4
52	-5	5	4	0	11
53	10	0	-1	-7	21
54	15	3	0	5	-15

Compounds 45 through 51 from above:
cpd	canonical_smiles	mABHD4 FP	SMARCA2 activ	NR1D1 modulator	GC-B act	PG9 binder
45	O=C(/C=C/Nc1ccccc1)c1cnc(-c2ccccc2)s1	-5	0	4	-6	-0.7
46	CC(C)(C)c1ccc(C(O)c2ncc(-c3cccc(F)c3)[nH]2)cc1 (configuration not stated)	-5	-7	4	1	0.6
47	Cn1c(N)c(C(=O)COC(=O)c2ccc3c(c2)C(=O)N(c2ccc(Cl)cc2)C3=O)c(=O)n(C)c1=O	1	2	-4	0	-0.2
48	CCOC(=O)c1cc(CC)sc1NC(=O)CN1CCN(C(=O)c2ccco2)CC1	-4	1	0	-8	3.1
49	CCOC(=O)c1c(C)[nH]c(C(=O)COC(=O)c2ccncc2)c1C	-3	2	2	-1	-1.6
50	Cc1cccc(NC(=O)NC2CCCc3ccccc32)c1 (configuration not stated)	-10	-1	4	-4	-1.6
51	Cc1oc(-c2ccccc2F)nc1CN1CCC(C(=O)NC2CC2)CC1	-9	1	-2	0	1.2

cpd	ARFGAP1 inh	HTRA1 inhibitor	NPR1 activator	rCAG RNA binder	ASAP1 inh
45	-6	-7	-2	5	-5
46	-6	.	3	1	13
47	-1	-1	6	2	0
48	-6	-8	-4	0	4
49	3	-5	-1	5	15
50	5	-19	-3	-1	-1
51	-11	4	4	2	-4

Screening data: PubChem, several laboratories
